Giardia killer: Small Molecules that selectively kill Giardia lamblia: qHTS; AID 540267, 2011; Giardia lamblia trophozoite viability; activity change, % at 7.66 µM, hits read low; 0.15% of 340,000 active; in the data active means activity change below about -80%; inconclusive means between about -30% and that limit;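 further: parasites exposed to compound for two days anaerobically before the ATP read; on the % scale 0 is the no-effect control and ±100 the full control effect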
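Each well holds 100 Giardia trophozoites and compound. After two days (48 hrs) at 37 deg C in anaerobic conditions, ATP is quantified by luminescence.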
TCR activator: Activators of T cell receptors: qHTS campaign; primary human leukocytes, anti-CD3, IL-2 HTRF, 48 h; Potency, µM (series often up to 9.22 µM), inactives show at the top dose activation of IL-2 secretion, actives largely listed as activators; 330,000 tested, under 10 active; AID 504894, 2011; further: % of control where 0% means no effect
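HTRF read-out of IL-2 secretion: europium cryptate donor excited at 320nm, d2 acceptor emission at 665nm. Cells were primary human leukocytes incubated 48 hr with compounds and a-CD3 beads, supplying TCR signal only.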
TSHR antag: Antagonists of the Thyroid Stimulating Hormone Receptor: HTS campaign | 0.2% of 330,000 active | TSHR-expressing cells, TSH-stimulated cAMP HTRF, 2 h; hits give low values | activity change, negative = inhibition, % at 11.5 µM | AID 504810, 2011 | Thyrotropin receptor (Homo sapiens), P16473;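 active means activity change below a set negative limit, meaning inhibition stronger than a set level, cut at about -70% in these data; inconclusive means activity change between two set negative limits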; further: on the % scale 0 is the no-effect control and ±100 the full control effect
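Competitive HTRF cAMP read-out (cryptate anti-cAMP antibody, cAMP-d2; 30 min, room temperature) in freshly harvested TSHR cells. Compounds added before TSH at EC80 (4nM final), followed by 2 hours' incubation at 37 deg C.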
Chronic BCR inh: qHTS Assay to Find Inhibitors of Chronic Active B-Cell Receptor Signaling; 0.05% of 340,000 active; ABC-DLBCL IkBa-CBG/CBR reporter, luminescence ratio, 4 h; Potency, µM (series often up to 46.1 µM), without a hit: at the highest dose ratio change, negative = lower green/red ratio, hits mostly inhibitors; active means well fitted inhibition curve with a large enough effect in the signal ratio, with a control signal flat, not every such curve was filed as active; inconclusive means small, poorly fitted or top-dose-only effect, or effect the other way, or a change in a side signal; the % refers to the signal ratio;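 further: potency means the concentration at half of the fitted maximal effect; plate controls were basal doxycycline-induced cells for no effect and cells given 10 µM MG132 for full effect; MG132 reads +100%, hits lower the ratio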
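Compounds up to 46 uM were incubated four hours with TMD8 cells whose green CBG68 luciferase is fused to IkappaBalpha; red CBR luminescence normalised the signal, and concentration-effect curves were fitted to fusion, red and ratio data.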
Coupling enz: qHTS Assay for Inhibitors of Fructose-1,6-bisphosphate Aldolase from Giardia Lamblia: Coupling assay counterscreen; 0.67% of 290,000 active; coupling enzyme system counterscreen, AmpLite Red fluorescence; activity change, negative = inhibition, % at 58.2 µM, hits read low; in the data active means activity change below about -30%; further: on the % scale 0 is the no-effect control and ±100 the full control effect
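Fluorescence at 525 nm excitation and 598 nm emission measured inhibition of the coupled detection system without aldolase. Compounds (at 57.5 uM final) were preincubated 10 min at room temperature with coupling enzyme reagent before a 20 min substrate/AmpLite Red step.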
Tb PFK block: qHTS Assay to Find Inhibitors of T. brucei phosphofructokinase | ATP-dependent 6-phosphofructokinase (Trypanosoma brucei brucei), O15648 | T. brucei PFK, ADP-Glo luminescence | Potency, µM (top dose mostly 57.5 µM), for inactives: at the highest dose activity, negative = inhibition, actives largely listed as inhibitors | 0.17% of 330,000 active | AID 485367, 2010;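 further: potency means the concentration at half of the fitted maximal effect; 0% = uninhibited 1x PFK enzyme wells and -100% = no-enzyme wells; nearly all actives have a fitted effect of over 60% in size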
Target sequence (O15648 whole entry, looked up): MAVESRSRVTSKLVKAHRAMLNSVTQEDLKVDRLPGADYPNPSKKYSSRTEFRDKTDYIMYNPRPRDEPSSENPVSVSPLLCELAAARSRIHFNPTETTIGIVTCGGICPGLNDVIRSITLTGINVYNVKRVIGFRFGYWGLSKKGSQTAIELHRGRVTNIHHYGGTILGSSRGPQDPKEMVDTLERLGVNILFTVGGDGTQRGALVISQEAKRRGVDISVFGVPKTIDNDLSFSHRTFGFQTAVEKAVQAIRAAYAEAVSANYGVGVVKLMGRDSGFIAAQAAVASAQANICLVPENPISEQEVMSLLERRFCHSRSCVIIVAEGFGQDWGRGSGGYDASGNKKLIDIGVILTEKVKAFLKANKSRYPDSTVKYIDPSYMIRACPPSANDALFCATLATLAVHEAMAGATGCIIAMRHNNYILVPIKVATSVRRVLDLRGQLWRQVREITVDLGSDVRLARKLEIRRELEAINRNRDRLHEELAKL
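PFK 1.25 nM, F6P 0.5 mM, ATP 0.1 mM, 0.1 M TEA pH 8.0, 5 mM MgCl2, 0.01% Tween20, 0.1% BSA; 45 min RT. ADP-Glo readout. qHTS titration up to 57 uM; curves fitted, compounds curve-classed.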
A-T KAP1 phos: qHTS Assay for Identifying a Potential Treatment of Ataxia-Telangiectasia. 0.19% of 320,000 active. […] A-T fibroblasts, KAP-1 phosphorylation AlphaLISA; neocarzinostatin DNA damage 30 min before lysis. Potency, µM (top dose mostly 57.5 µM), for the others: at the highest dose activation, usual class: activators; further: potency means the concentration at half of the fitted maximal effect; % of control where 0% means no effect; nearly all actives have a fitted effect of over 45% in size
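ATM-like activity read as KAP-1 phosphorylation via AlphaLISA donor/acceptor antibody pairs after lysis and 6 hr at 25C. Cells were ATM-null patient fibroblasts ([…], hTERT), dosed 60 min, then exposed to the DSB inducer NCS for 30 min.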
KCNH2 WT inh: qHTS for Inhibitors of KCHN2 3.1: Wildtype qHTS | Voltage-gated inwardly rectifying potassium channel KCNH2 (Homo sapiens), Q12809 | U2OS, BacMam KCNH2, thallium flux FluxOr; hits give low values | activity change, % at 1.84 µM | 0.37% of 340,000 active;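 active means maximum activity change below -70%; inconclusive means maximum activity change between -70% and -50%; inactive means maximum activity change above -50%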; further: on the % scale 0 is the no-effect control and ±100 the full control effect
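U2OS cells were transduced with wild-type KCNH2 virus (2.03 x 10^8 / mL) for 4 h at room temperature, then cultured overnight at 37 C. Thallium flux was read with FluxOr dye. Rate constants were normalized to DMSO controls.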
MLL CXXC-DNA inh: qHTS Fluorescence Polarization Assay for Inhibitors of MLL CXXC domain - DNA interaction; Histone-lysine N-methyltransferase 2A (Homo sapiens), Q03164; MLL-CXXC / FITC-HOXA9 DNA fluorescence polarization; Potency, µM (series often up to 115 µM), for the others: at the highest dose activity change, negative = inhibition, hits mostly inhibitors; 0.037% of 290,000 active; AID 2662, 2010; active means well fitted inhibition curve with a large enough effect in the polarisation, with a control signal flat, not every such curve was filed as active; inconclusive means small, poorly fitted or top-dose-only effect, or effect the other way, or a change in a side signal; inactive means no such curve, though single readings can be large or run the other way; the % refers to the polarisation; further: potency means the concentration at half of the fitted maximal effect
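Fluorescence polarization: 7 uM MLL-CXXC (stock) preincubated 5 min with compounds, then 50 nM fluorescein-HOX-A9 DNA (stock) added; 30 min ambient. Buffer 50 mM Tris-HCl pH 7.5, 50 mM NaCl, 1 mM DTT, 0.05% BSA.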
GALK inh: qHTS Assay for Inhibitors of Human Galactokinase (GALK) | P51570 | Purified GALK, Kinase-Glo residual ATP luminescence | Potency, µM (highest dose often 57.5 µM), without a hit: at the top dose activity change, negative = inhibition, actives largely listed as inhibitors | 0.007% of 270,000 active; further: potency means the concentration at half of the fitted maximal effect; on the % scale 0 is the no-effect control and ±100 the full control effect
Target sequence (P51570 whole entry, looked up): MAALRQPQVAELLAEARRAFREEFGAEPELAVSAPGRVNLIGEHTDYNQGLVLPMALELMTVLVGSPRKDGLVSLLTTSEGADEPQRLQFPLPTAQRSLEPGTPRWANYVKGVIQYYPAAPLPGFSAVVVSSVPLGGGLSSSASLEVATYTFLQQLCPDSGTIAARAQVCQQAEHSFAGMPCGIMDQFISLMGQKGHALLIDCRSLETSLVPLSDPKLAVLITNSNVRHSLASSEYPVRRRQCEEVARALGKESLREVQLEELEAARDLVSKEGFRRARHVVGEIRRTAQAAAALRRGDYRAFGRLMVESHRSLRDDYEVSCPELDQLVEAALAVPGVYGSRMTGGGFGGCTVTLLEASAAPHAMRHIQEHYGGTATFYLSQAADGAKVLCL
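Galactose (100 uM) and ATP (35 uM) were turned over by 5 nM GALK for 1 h at RT. Kinase-Glo Plus then converted the remaining ATP into a luminescent signal.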
* marks the source's active call; other numbers are inactive results; ? = inconclusive; nt = not tested or not shown; & = joins results of further samples; ! = not confirmed by another sample; [ ] = remark or other dose. Unless noted, the call rests on the fitted dose curve; in most records, active means well fitted curve in the direction sought with a large enough effect; inconclusive means small, poorly fitted or top-dose-only effect, or another doubt; inactive means no such curve, though single readings can be large; an effect the other way counts as inactive or inconclusive. Random draw from the library; 1.6% or so of the library scored in one or more.

Values run as follows: Giardia killer	TCR activator	TSHR antag	Chronic BCR inh	Coupling enz	Tb PFK block	A-T KAP1 phos	KCNH2 WT inh	MLL CXXC-DNA inh	GALK inh
- O=C(NNC(=O)c1cnccc1C(F)(F)F)c1ccc(Cl)cc1
→ -1	-4%	-2	-10%	3	2%	1%	0	-5%	0%
- CC(=O)Nc1ccc(NC(=O)C(C)OC(=O)CCCN2C(=O)c3cccc4cccc(c34)C2=O)cc1 (stereo not drawn)
→ -5	-4%	3	?	nt	-2%	1%	-3	nt	nt
- CCN1CCN(C(=O)C(=O)c2c(C)[nH]c3ccccc23)CC1
→ 9	4%	1	-7%	1	-1%	3%	0	5%	0%
- CCN(c1cccc2ccccc12)S(=O)(=O)c1cccs1
→ 2	-13%	nt	1%	nt	-3%	11%	0	nt	nt
- Cc1ccc(NC(=O)Cn2cnc3sc(C(=O)NCCN(C)C)c(C)c3c2=O)cc1Cl
→ nt	-6%[46.1 µM]	0	?	0	-2%	-2%	nt	4%	-1%
- CC1=C(C(=O)Nc2ccc(C)cc2C)C(c2ccc(C)o2)NC(=S)N1 (stereo not drawn)
→ 6	0%[46.1 µM]	6	0%	-3	1%	8%	-2	5%	0%
- COC(=O)c1sc(S(=O)(=O)Nc2ccc(C)cc2)c(C(=O)OC)c1C
→ 7	-4%[46.1 µM]	-21	0%	-2	1%	-4%	-1	0%	2%
- COc1ccc2nc(NC(=O)C3COc4ccccc4O3)sc2c1 (stereo not drawn)
→ 1	0%	4	?	-1	1%	-5%	-8	-9%	3%
- CC12CCC(C(=O)O)(C/C1=N\O)C2(C)C (stereo not drawn)
→ 13&39	-1%&-4%	3&2	-11%&-11%	-2&1	-5%&-1%	8%&16%	-4&5	3%&-6%	-3%&-1%
- CC(=O)N1CCc2c(sc(NC(=O)CN3C(=O)c4ccccc4C3=O)c2C(N)=O)C1
→ 0	-8%	-3	?	-12	-1%	0%	2	5%	-2%
- COc1ccc(NS(=O)(=O)c2cc(NC(=O)CNC(=O)c3cccc(OC)c3)ccc2C)cc1
→ 6	-3%[46.1 µM]	-15	?	2	3%	4%	3	6%	2%
- Cc1csc(=O)n1CCC(=O)OC(C)C(=O)NCc1ccccc1 (stereo not drawn)
→ 12	1%	-2	3%	nt	10%	-4%	-7	nt	nt
- Cc1ccc(N2C(=O)C3C4C=CC(CNC(=S)N5CCN(c6cccc(C)c6)C(C)C5)(O4)C3C2=O)cc1 (stereo not drawn)
→ 15	3%	-4	-6%	3	13%	15%	8	5%	12%
- COc1ccc(-c2ccc(N(C)C)cc2)cc1[C@H]1[C@@H]2C=CCC[C@@]2(C)C(=O)N1Cc1ccccc1
→ 52[activator]	0%	-11	8%	2	-7%	-23%	6	-3%	3%
- COc1cc(C(=O)N(C)C2CCCN(Cc3ccccc3F)C2)cc(OC)c1OC (stereo not drawn)
→ -20	nt	-5	1%	0	-1%	1%	-4	-3%	-3%
- CC1(C)Cc2nc3sc4c(N(CCO)CCO)nnnc4c3cc2CO1
→ 3	4%	-5	-3%	-3	2%	2%	-3	6%	0%
- COc1ccc(NC(=O)COC(=O)CNS(=O)(=O)c2ccc(C)cc2)c(OC)c1
→ 4	-6%[46.1 µM]	-4	0%	3	2%	2%	-3	-3%	nt
- CO/N=C/NC(=O)c1cn(-c2ccc(F)cc2)c(=O)c2ccccc12
→ 11	-10%	41	1%	5	0%[0.46 µM]	11%	10	-1%	-1%
- Cc1ccc(-n2nc(-c3cccs3)cc2C(=O)NCC2CCCO2)c(C)c1 (stereo not drawn)
→ 17	0%	1	6%	-21	0%	4%	-12	-7%	0%
- O=c1cc(N2CCOCC2)cnn1-c1ccccc1
→ -12	-2%[46.1 µM]	13	-6%	2	1%	-15%	1	6%	2%
- Cc1cc(Cl)ccc1OCCCC(N)=O
→ 1	6%	-11	-9%	2	-6%	0%	-2	3%	0%
- Cc1ccc(S(=O)(=O)NCCC(=O)Nc2ccc(Cl)c(Cl)c2)cc1
→ 9	-7%[46.1 µM]	-18	-1%	-5	-4%	17%	-6	4%	-4%
- CCOc1ccc(OCCSc2nnnn2C2CCCCC2)cc1
→ -1	3%	4	?	0	1%	15%	-3	-7%	-2%
- O=S(=O)(c1ccccc1Br)N(Cc1ccccc1)CC(O)COCc1ccccc1 (stereo not drawn)
→ 21	2%[46.1 µM]	-8	?	nt	5%	14%	-6	nt	nt
- CC#CCN1c2ccccc2[C@]23C[C@@H](C(=O)OC)N(C(=O)c4cc(C)oc4C)C2=NC(C(=O)OC)=C(C(=O)OC)[C@H]13
→ -12	5%	-6	8%	3&1	-2%	-3%	-1	-4%	4%
- Cc1csc(NC(=O)CN2CCCCCC2)n1
→ -2	nt	0	-11%	6	1%	1%	-12	-8%	5%
- Cc1c(/C=N/NC(=O)c2ccccc2O)c2ccccn2c1C(=O)c1ccc(F)cc1
→ ?	18%[46.1 µM]	?	?	0	2%	nt	0	4%	2%
- NS(=O)(=O)c1ccc(CCNC(=O)C(=O)NCC2OCCN2C(=O)c2ccc3c(c2)OCO3)cc1 (stereo not drawn)
→ -13	-9%	-2	-18%	0	-1%	10%	-19	-2%	1%
- CCCCC1=CC2=CC(=O)C(C)(OC(=O)CC)C(=O)C2=CN1CCCCO (stereo not drawn)
→ ?	-1%	-4	2%	-35*!	2%	32%	-2	1%	-1%
- COc1ccc(C2C(C(=O)c3ccco3)=C(O)C(=O)N2Cc2cccnc2)cc1OC (stereo not drawn)
→ -5	-3%	31	9%	5	3%	-4%	-1	1%	-1%
- CSc1ccc(NC(=O)NCc2ccccc2)cc1
→ -10	7%	-8	?	0	-1%	-5%	1	4%	-2%
- COc1cccc(/C=C2\SC(=S)N(C(C(=O)O)c3ccccc3)C2=O)c1OC (stereo not drawn)
→ -6	2%	-7	12%	25	4%	-10%	2	-14%	0%
- CN(C)S(=O)(=O)c1cc(NC(=O)COC(=O)/C=C/c2ccco2)ccc1Cl
→ -13	0%	-4	?	2	1%	-27%	4	-26%	6%
- Cc1cccn2c(=O)c(C=O)c(N3CCN(c4ccccc4)CC3)nc12
→ 25	1%	7	1%	4	5%	-6%	2	9%	-3%
- Cc1ccc(S(=O)(=O)N2CCN(C(=O)c3c(-c4ccccc4)noc3C)CC2)cc1C
→ 14	0%	-18	-5%	0	1%	10%	-3	3%	-3%
- Cc1ccc(S(=O)(=O)N2[C@@H](c3cccc(Cl)c3)C(C(=O)O)=CC[C@H]2c2ccc(C(C)C)cc2)cc1
→ ?	9%	7	-4%	nt	-8%	-7%	nt	nt	nt
- CC1CC/C(=N/Nc2ccccc2)C(=O)N1 (stereo not drawn)
→ 5	-3%[46.1 µM]	1	?	0	4%	-7%	7	3%	3%
- CCc1c(O)nc(SCC(=O)Nc2ccccc2OC)n(-c2ccccc2C)c1=O
→ 4	4%	15	6%	nt	1%	-2%	7	-12%	-5%
- Cc1cc2c(cc1S(=O)(=O)N1CCCC1)n(C)c(=O)c(=O)n2C
→ -11	4%	-2	-14%	-2	-1%	6%	-6	nt	nt
- COc1ccc(CCNc2ncccc2C#N)cc1OC
→ -16	5%	9	-9%	0	-2%	2%	1	0%	7%
- Cc1ccccc1NC(=O)c1ccc(OCC(=O)Nc2ccccc2F)cc1
→ -1	-5%	1	5%	1	-3%	0%	0	13%	1%
- BrC(/C=N/N1CCN(Cc2ccccc2)CC1)=C/c1ccccc1
→ 24	-2%	7	?	1	1%	-5%	2	-8%	-1%
- COc1cc(=O)[nH]c(=O)n1CC(=O)c1ccccc1
→ -12	-9%[46.1 µM]	-7	9%	2	-11%	-3%	-4	9%	1%
- COc1ccc(O)c(C2=Nc3ccccc3N=C(c3ccco3)C2)c1
→ -2	6%	-11	1%	-30	6%	19%	-8	0%	3%
- CC(C)c1ccc(NC(=O)Cn2c(=O)oc3cccnc32)cc1
→ -10	7%	-2	-24%	0	3%	1%	0	-3%	-1%
- CC1(C)CC(=O)C2=C(C1)Nc1ncnn1C2c1cccs1 (stereo not drawn)
→ -9	0%	0	?	2	0%	7%	-4	3%	2%
- COc1cccc(-c2cc(C(=O)NCC3CCCO3)on2)c1 (stereo not drawn)
→ -4	-9%	-3	?	nt	-3%	5%	5	28%	3%
